Assay outcomes deposited in PubChem BioAssay by several laboratories.
IDE cell activ – human IDE activators in live cells, primary screen, fluorescence polarization, HEK cells, FAbeta-B substrate | Insulin-degrading enzyme (Homo sapiens), P14735 | AID 493087, 2011 | activation, % at 5.96 µM | FAbeta-B cleavage; 0% vehicle, 100% cell-free pure enzyme wells | actives 0.073% (n = 340,000);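 active means activation above the mean of all tested compounds plus 3 SD, set per screening campaign, cut at about 17% in these data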
VIM-2 inh – VIM-2 metallo-beta-lactamase inhibitors, primary screen, biochemical, epi-absorbance readout, Pseudomonas aeruginosa enzyme; purified VIM-2, nitrocefin hydrolysis, epi-absorbance fluorescence; inhibition, % at 5.6 µM; actives 0.89% (n = 290,000);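 active means inhibition above the mean of all tested compounds plus 3 SD, cutoff set per screening run, cut at about 7.5% in these data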;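 further: red hydrolysis product quenches plate fluorescence so inhibitors raise well fluorescence; 0% = enzyme with DMSO and 100% = DMSO without enzyme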
NS3 helicase inh – inhibitors of HCV NS3 helicase, primary screen, biochemical, Cy5 molecular beacon fluorescence. Hepatitis C virus NS3 helicase. NS3 helicase DNA unwinding. inhibition, % at 10.9 µM. actives 0.56% (n = 290,000). AID 1800, 2009;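 active means inhibition above the mean of all tested compounds plus 3 SD, set per campaign, cut at about 35% in these data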;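 further: 0% = DMSO wells and 100% = thioflavine S control wells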
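assay system = NS3 helicase fragment of HCV | buffer or medium = MOPS pH 6.5, MgCl2, DTT, Tween20, BSA | timing = 60 min unwinding reaction at 25 °C after ATP addition | signal = Cy5 beacon fluorescence read at start and 1 h | read-out basis = % inhibition of unwinding | control set = low DMSO, high thioflavine S at 110 µM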
IMP-1 inhibitor – IMP-1 metallo-beta-lactamase inhibitors, primary screen, biochemical, epi-absorbance readout, Pseudomonas aeruginosa enzyme; actives 0.45% (n = 290,000); inhibition, % at 5.6 µM; purified IMP-1, nitrocefin hydrolysis, epi-absorbance fluorescence;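 active means inhibition above the mean plus 3 SD of all compounds in the same screening run, cut at about 4.5% in these data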;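 further: 0% = IMP-1 with DMSO and 100% = DMSO wells lacking enzyme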
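assay system = purified recombinant IMP-1 metallo-beta-lactamase enzyme | schedule = 15 min preincubation plus 25 min reaction at 25 °C | signal = Epi-absorbance fluorescence, 480 nm excitation, 530 nm emission | read-out basis = percent inhibition from optical density relative to buffer-blank wells | controls = IMP-1 with DMSO as 0%, enzyme-free DMSO as 100%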
UBC9 SUMO inh – inhibitors of in vitro SUMOylation cascade, primary screen, biochemical, HTRF, uHTS | SUMO-conjugating enzyme UBC9 (Homo sapiens), P63279 | HTRF SUMOylation assay, SAE1/SAE2 + UBC9 | inhibition, % at 35 µM | actives 0.36% (n = 290,000) | AID 2006, 2009; in the data active means inhibition above about 50%, passing the limit was not always enough; further: strong numbers were not always called active
Target sequence (P63279 whole entry, looked up): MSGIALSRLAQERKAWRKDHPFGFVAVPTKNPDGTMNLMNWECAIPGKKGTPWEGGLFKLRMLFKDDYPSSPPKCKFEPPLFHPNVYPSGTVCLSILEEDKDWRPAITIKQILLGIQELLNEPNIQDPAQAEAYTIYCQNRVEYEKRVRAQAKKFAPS
DNA FID counter – compounds displacing fluorescent DNA intercalator, primary screen, artefact control for HCV NS3 helicase inhibitor project, biochemical, FID fluorescence | AID 1845, 2009 | DNA fluorescent intercalator displacement | inhibition, % at 7.9 µM | actives 0.17% (n = 290,000); in the data active means inhibition above about 37%;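 further: 0% = vehicle and 100% = reference compound; higher means more ethidium bromide displaced from hairpin DNA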
MEKK3 PB1 HTS – modulators of MEKK3-MEK5 PB1 binding, primary screen, biochemical, wildtype MEKK3, multiplex bead flow cytometry, Alexa488-MEK5; Mitogen-activated protein kinase kinase kinase 3 (Homo sapiens), Q99759; bead-based flow cytometry, Alexa488-MEK5 binding to MEKK3; actives lie on both sides; 0 = blocked by unlabeled MEK5, 100 = vehicle; binding response (% of control), % at 10 µM; actives 1.4% (n = 290,000);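 active means binding response more than 3 SD above or below the average of its plate-row segment, actives on both sides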;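 further: Alexa488 bead fluorescence after subtracting the streptavidin-only scavenger bead signal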
Target sequence (Q99759 whole entry, looked up): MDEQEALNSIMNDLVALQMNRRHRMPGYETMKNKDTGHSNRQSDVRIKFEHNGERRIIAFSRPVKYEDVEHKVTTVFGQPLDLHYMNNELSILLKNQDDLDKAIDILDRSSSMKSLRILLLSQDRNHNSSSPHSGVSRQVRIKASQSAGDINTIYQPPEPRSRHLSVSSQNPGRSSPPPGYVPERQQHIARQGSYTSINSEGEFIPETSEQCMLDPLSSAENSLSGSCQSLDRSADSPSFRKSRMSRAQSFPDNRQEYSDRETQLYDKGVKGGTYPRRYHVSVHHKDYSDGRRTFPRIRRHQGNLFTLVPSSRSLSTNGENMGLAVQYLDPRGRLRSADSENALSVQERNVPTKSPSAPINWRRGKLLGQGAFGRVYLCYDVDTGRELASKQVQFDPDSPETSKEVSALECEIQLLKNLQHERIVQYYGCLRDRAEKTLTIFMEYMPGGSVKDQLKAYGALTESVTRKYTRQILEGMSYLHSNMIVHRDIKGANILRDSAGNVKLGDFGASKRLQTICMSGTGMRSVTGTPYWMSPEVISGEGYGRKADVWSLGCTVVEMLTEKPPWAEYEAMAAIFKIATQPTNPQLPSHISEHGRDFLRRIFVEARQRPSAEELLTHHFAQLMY
p-CIP stab down – p/CIP-EGFP fusion destabilizers, primary screen, fluorescence, F442A cells; actives 0.01% (n = 290,000); Q05BA5; 16 h; decrease of EGFP signal, % at 10 µM; AID 1984, 2009;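 active means EGFP signal decrease of at least 30% at 10 µM or well 3 SD below plate mean, unless failing retest; inactive means the rest, including hits failing retest or dose response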; further: some compounds called inactive have numbers as strong as hits; many of its hits are not listed in these tables
PHOSPHO1 inh – PubChem AID 1565; actives 1.1% (n = 290,000); inhibition, % at 13.3 µM; recombinant PHOSPHO1, absorbance phosphatase assay; in the data active means inhibition above about 60%
Target sequence (Q8TCT1 whole entry, looked up): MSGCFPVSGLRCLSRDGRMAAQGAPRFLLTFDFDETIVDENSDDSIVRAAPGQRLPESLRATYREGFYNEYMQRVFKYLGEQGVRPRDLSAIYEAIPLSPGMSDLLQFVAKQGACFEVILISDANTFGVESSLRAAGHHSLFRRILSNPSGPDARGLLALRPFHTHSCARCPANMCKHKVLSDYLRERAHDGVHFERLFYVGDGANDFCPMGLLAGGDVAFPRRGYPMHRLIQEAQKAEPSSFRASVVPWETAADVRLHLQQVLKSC
* = called active by the depositor; x = not tested or not shown.

1	CCc1cc2c(=O)c(-c3cscn3)coc2c(CN(C)C)c1O
2	C=CCN(c1ccc(C(=O)NCCCn2ccnc2)cc1)S(C)(=O)=O
3	Cn1c(=O)oc2cc(S(=O)(=O)Nc3ccccc3)ccc21
4	C/C(CCC(C)C)=N\NC(=O)COc1ccccc1-c1ccccc1
5	c1ccc(OCCCCN2CCCCC2)cc1
6	CCCCOC(=O)Nc1nnc(COc2ccccc2)s1

assay / entry,1,2,3,4,5,6
IDE cell activ,4,5,0,0,4,9
VIM-2 inh,-0.9,-0.1,-2.6,-2.5,-1.7,-1.3
NS3 helicase inh,12,-2,1,-3,-7,8
IMP-1 inhibitor,-1.5,-3.4,-0.4,-3.7,-2.1,-1.7
UBC9 SUMO inh,32,7,11,7,21,-1
DNA FID counter,1,2,5,-10,2,-12
MEKK3 PB1 HTS,90,108,85,107,101,103
p-CIP stab down,-13,-2,-9,-22,2,11
PHOSPHO1 inh,7,x,21,2,29,9

Overlap with the part before: four entries, followed by the next part.
3	Cn1c(=O)oc2cc(S(=O)(=O)Nc3ccccc3)ccc21
4	C/C(CCC(C)C)=N\NC(=O)COc1ccccc1-c1ccccc1
5	c1ccc(OCCCCN2CCCCC2)cc1
6	CCCCOC(=O)Nc1nnc(COc2ccccc2)s1
7	COc1ccc(CC(=O)N2N=C(C)CC2(O)c2cccnc2)cc1OC (configuration not stated)
8	COc1ccc(C(=O)NCCOc2cccc(OC)c2)cc1
9	CCOc1ccccc1CN1CCN(CCCc2ccccc2)CC1CCO (configuration not stated)
10	Cc1cc([N+](=O)[O-])cc2c1NC(=O)C2(O)N1CCOCC1 (configuration not stated)
11	CN(C1=C(N2CCOCC2)C(=O)c2ccccc2C1=O)c1ccccc1
12	Nc1[nH]nc2ncc3cc4ccccc4nc3c12

assay / entry,3,4,5,6,7,8,9,10,11,12
IDE cell activ,0,0,4,9,1,-2,6,0,2,-5
VIM-2 inh,-2.6,-2.5,-1.7,-1.3,-3.7,0.1,-1.0,-1.8,-2.6,0.1
NS3 helicase inh,1,-3,-7,8,-8,1,-16,1,-4,7
IMP-1 inhibitor,-0.4,-3.7,-2.1,-1.7,-3.9,-0.4,-2.0,-1.0,-2.3,-1.2
UBC9 SUMO inh,11,7,21,-1,18,9,5,29,20,16
DNA FID counter,5,-10,2,-12,-10,-8,5,1,-3,8
MEKK3 PB1 HTS,85,107,101,103,128*,100,110,93,107,96
p-CIP stab down,-9,-22,2,11,-8,7,-6,7,2,-6
PHOSPHO1 inh,21,2,29,9,-20,45,24,12,-7,37

13	O=S(=O)(/N=C/c1c(O)ccc2ccccc12)c1cccs1
14	Cc1ccc2c(c1)N(CC(=O)N1CCCCC1C)C(=O)CO2 (configuration not stated)
15	O=C1CCC(=O)N1c1ccc(NCCc2cccc(F)c2)c([N+](=O)[O-])c1
16	CC(C)C(=O)N1CCC(n2nccc2NC(=O)CCc2ccccc2)CC1
17	CC1(C)CC(=O)C2=C(C1)N(c1cccc(O)c1)C1=C(C2)C(=O)CC(C)(C)C1
18	Cc1cc(C(=O)NNC(=O)CCC2CCCCC2)c(C)o1

assay / entry,13,14,15,16,17,18
IDE cell activ,x,5,9,4,-3,2
VIM-2 inh,-2.2,-2.0,-0.9,-1.4,2.8,-2.8
NS3 helicase inh,-3,-3,7,1,11,-22
IMP-1 inhibitor,0.6,-3.0,-2.4,-1.8,-1.9,-2.7
UBC9 SUMO inh,-6,-19,13,5,38,13
DNA FID counter,-3,-8,1,-15,-8,-9
MEKK3 PB1 HTS,93,103,104,98,98,98
p-CIP stab down,3,8,-1,3,-4,-7
PHOSPHO1 inh,32,32,-23,12,-23,25

19	CCc1sc(C(=O)N2CCc3ccccc32)cc1C
20	COCCN1Cc2cccc(C(=O)Nc3cccc(-c4nc5ccccc5[nH]4)c3)c2C1=O
21	CSCCC(NC(=O)c1ccccc1Cl)C(=O)N1CCN(C(c2ccccc2)c2ccccc2)CC1 (configuration not stated)
22	COC(=O)CSc1ccc(S(=O)(=O)N2CCCCCC2)cc1[N+](=O)[O-]
23	Clc1ccccc1CSc1nncn1-c1cccnc1
24	COc1cccc(OC)c1C(=O)Nc1ccc(S(=O)(=O)Nc2ncccn2)cc1

assay / entry,19,20,21,22,23,24
IDE cell activ,-8,3,-2,4,x,3
VIM-2 inh,-2.7,1.1,1.2,-2.8,0.7,0.3
NS3 helicase inh,-4,-1,5,10,-21,18
IMP-1 inhibitor,-4.5,-2.0,0.2,-3.2,-0.8,0.8
UBC9 SUMO inh,-1,-11,-40,0,-4,8
DNA FID counter,-7,-9,-52,4,-4,-1
MEKK3 PB1 HTS,114,86,95,100,92,100
p-CIP stab down,-35,-13,13,9,17,10
PHOSPHO1 inh,17,18,-4,18,35,34

25	O=C(COc1ccccc1)Nc1nnc(-c2ccc(Cl)cc2)o1
26	CNc1nc2c(C)cccn2c(=O)c1C=NCc1ccccc1
27	C#CCOCCOCCOCCNc1nc(N2CCN(C(=O)[C@H]([C@@H](C)CC)n3cc([C@@H](N)CO)nn3)CC2)nc(N2CCN(C(=O)[C@H](Cc3ccc(O)cc3)n3cc([C@@H](N)CC(C)C)nn3)CC2)n1
28	CCOC(=O)N1CCN(C(=O)c2cc(OCC)c(OCC)c(OCC)c2)CC1
29	Cc1nn(-c2ccccc2)c(NC(=O)c2cccs2)c(-c2ccccc2Cl)c1=O
30	Cn1cnc2cc(NCc3ccc(Cl)cc3)ccc21

assay / entry,25,26,27,28,29,30
IDE cell activ,8,6,1,0,x,6
VIM-2 inh,-2.4,-4.2,-1.4,-1.9,-1.5,-0.9
NS3 helicase inh,32,9,-65,7,3,-2
IMP-1 inhibitor,-2.3,-3.3,-1.9,0.2,-2.2,-1.2
UBC9 SUMO inh,16,11,3,3,20,18
DNA FID counter,-26,-4,41*,-34,1,2
MEKK3 PB1 HTS,98,x,75,109,99,106
p-CIP stab down,9,-2,-7,-13,-4,-6
PHOSPHO1 inh,33,-12,16,-9,16,36

31	COc1ccc(N2C(=O)C3C4C=CC(C4)C3C2=O)nn1 (configuration not stated)
32	CCc1cc2c(=O)c(-c3nc4ccccc4n3C)c(C(C)C)oc2c(CN2CCN(C)CC2)c1O
33	CCCc1cc(C(=O)Nc2sc(C(C)=O)c(C)c2C(=O)OCC)no1
34	COc1ccc(C(=O)N(C)C2CCN(C)CC2)cc1S(=O)(=O)Nc1cc(Cl)ccc1Cl
35	CCOC(=O)c1c(C)[n+](-c2ccc(C)cc2)c(CC)c2cc(OC)c(OC)cc12
36	O=C1c2cccc(Cl)c2C(=O)c2c1cccc2N1CCCC1

assay / entry,31,32,33,34,35,36
IDE cell activ,2,0,-7,x,6,4
VIM-2 inh,-1.2,0.6,-2.5,-1.3,-1.7,2.6
NS3 helicase inh,4,7,6,1,-14,-9
IMP-1 inhibitor,-8.1,-1.5,-2.1,-3.2,-2.6,-1.6
UBC9 SUMO inh,-7,20,-3,20,16,x
DNA FID counter,-3,3,1,11,-4,16
MEKK3 PB1 HTS,114,96,102,102,107,107
p-CIP stab down,0,-11,0,-10,-11,x
PHOSPHO1 inh,11,-3,22,51,20,x

37	CN(C)c1ncnc2sc(-c3ccccc3)cc12
38	Nc1cc(C(F)(F)F)ccc1N1CCOCC1
39	O=C1CCCC(=O)N1c1ccc(N2CCN(c3ccc([N+](=O)[O-])cc3)CC2)c([N+](=O)[O-])c1
40	CCOc1ccc(OCC)c(NC(=O)Cn2cccc2)c1
41	O=c1ccc2cc(S(=O)(=O)N3CCN(c4cc(Cl)ccc4Cl)CC3)ccc2o1
42	Cn1c(-c2ccc(F)cc2)cnc1SCC(=O)N1CCCc2ccccc21

assay / entry,37,38,39,40,41,42
IDE cell activ,-2,2,x,7,4,-6
VIM-2 inh,3.0,-2.9,-2.0,-1.4,-1.6,-2.1
NS3 helicase inh,0,6,-6,-4,3,-11
IMP-1 inhibitor,-1.8,-3.5,-3.0,-2.2,-1.9,-3.6
UBC9 SUMO inh,8,7,-8,1,-1,-5
DNA FID counter,-33,-6,3,-17,-3,-24
MEKK3 PB1 HTS,99,98,122,93,93,107
p-CIP stab down,17,7,0,-15,-2,3
PHOSPHO1 inh,33,12,-11,-4,18,24

43	Cc1ccc(C(=O)Nc2ccc(C(F)(F)F)n(C)c2=O)cc1
44	CCNc1nc(NCC)nc(N(C)N)n1
45	COc1ccc(SCCCn2c(=O)c3c(ncn3C)n(C)c2=O)cc1
46	CCC(c1nnc(SCC(=O)Nc2ccc(S(N)(=O)=O)cc2)n1Cc1ccccc1)N(C)C (configuration not stated)
47	S=c1[nH]nc(-c2cc(-c3ccccc3)n[nH]2)n1/N=C/c1ccc(Cl)c(Cl)c1
48	S=C(Nc1cccnc1)Nc1ccccn1

assay / entry,43,44,45,46,47,48
IDE cell activ,-1,4,-5,3,-1,3
VIM-2 inh,-1.4,-1.7,-1.7,-2.5,-3.1,0.3
NS3 helicase inh,-2,-2,4,-2,0,-3
IMP-1 inhibitor,-0.6,-4.1,-3.5,-1.4,-2.8,-2.7
UBC9 SUMO inh,7,7,0,14,x,3
DNA FID counter,-4,-1,-28,3,-3,-8
MEKK3 PB1 HTS,99,101,97,101,103,102
p-CIP stab down,12,2,1,0,-13,4
PHOSPHO1 inh,24,40,8,24,-10,15

49	Cc1ccccc1-n1nc2c(c1NC(=O)C(C)(C)C)CS(=O)(=O)C2
50	Cc1nnc(NC(=O)C(C)Sc2nncn2C)s1 (configuration not stated)
51	CCN(CC)CCOC(=O)C1(c2ccccc2)CCOCC1
52	CCCN(CCO)Cc1cccc(Br)c1
53	Cn1c(SCc2nc(-c3ccc(Cl)cc3)no2)nnc1-c1ccco1
54	CCOc1ccc(NC(=O)CCn2nc(C)c(S(=O)(=O)N3CCCCC3)c2C)cc1
55	COc1ccc2c(c1)[nH]c1c(=O)n(Cc3ccco3)cnc12
56	Cc1c(C2N3CC4(C)CN2CC(C)(C3)C4=O)c2ccccc2n1C (configuration not stated)
57	Cc1c(C(=O)OCC(C)C)[nH]c2c1C(=O)CC(c1ccco1)C2 (configuration not stated)

assay / entry,49,50,51,52,53,54,55,56,57
IDE cell activ,2,5,6,10,-9,1,0,3,-4
VIM-2 inh,-1.7,-2.4,-4.2,-1.4,4.7,-4.3,-3.0,-0.9,-0.1
NS3 helicase inh,6,17,4,-4,17,-2,-3,2,37*
IMP-1 inhibitor,-2.6,-4.6,-1.7,-4.6,-2.6,-2.1,-2.2,-3.2,-0.3
UBC9 SUMO inh,4,-1,9,-6,-1,3,6,0,29
DNA FID counter,-10,-3,1,5,-26,-35,-1,3,-14
MEKK3 PB1 HTS,102,110,100,101,103,101,x,98,104
p-CIP stab down,-8,-4,2,-5,-10,4,-13,0,-15
PHOSPHO1 inh,20,22,-2,6,6,28,-10,1,2

This is a subset (hit frequency here may not be typical).
